SIRT5 inh: inhibitors of human sirtuin-5 desuccinylase; inhibition, % at 15 µM; Purified SirT5, succinyl-peptide AMC, trypsin-coupled fluorescence; AID 652115; Q9NXA8; 1.1% of 330,000 active; in the data active means inhibition above about 15%; inconclusive means no clear call, values can overlap the other calls
Target sequence (Q9NXA8 whole entry, looked up): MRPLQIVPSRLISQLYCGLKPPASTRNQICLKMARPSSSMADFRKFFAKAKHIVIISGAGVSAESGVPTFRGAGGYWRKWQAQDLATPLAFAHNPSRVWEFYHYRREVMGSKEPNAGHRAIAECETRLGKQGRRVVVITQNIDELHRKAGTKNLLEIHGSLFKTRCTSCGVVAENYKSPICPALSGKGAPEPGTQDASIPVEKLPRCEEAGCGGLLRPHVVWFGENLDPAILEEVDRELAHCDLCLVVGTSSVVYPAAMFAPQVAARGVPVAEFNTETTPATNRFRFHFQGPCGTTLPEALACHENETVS
ERp5 inh: blocks human ERp5 reductase activity on insulin | Q15084 | inhibition, % at 9.99 µM | 0.05% of 350,000 active | ERp5 insulin aggregation, absorbance 650 nm, 90 min | AID 651711;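 active means mean replicate inhibition above about 25%, with every replicate also reaching it, limit read from the data, passing the limit was not always enough; inconclusive means only one of those two criteria met; inactive means neither criterion met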
Target sequence (Q15084 whole entry, looked up): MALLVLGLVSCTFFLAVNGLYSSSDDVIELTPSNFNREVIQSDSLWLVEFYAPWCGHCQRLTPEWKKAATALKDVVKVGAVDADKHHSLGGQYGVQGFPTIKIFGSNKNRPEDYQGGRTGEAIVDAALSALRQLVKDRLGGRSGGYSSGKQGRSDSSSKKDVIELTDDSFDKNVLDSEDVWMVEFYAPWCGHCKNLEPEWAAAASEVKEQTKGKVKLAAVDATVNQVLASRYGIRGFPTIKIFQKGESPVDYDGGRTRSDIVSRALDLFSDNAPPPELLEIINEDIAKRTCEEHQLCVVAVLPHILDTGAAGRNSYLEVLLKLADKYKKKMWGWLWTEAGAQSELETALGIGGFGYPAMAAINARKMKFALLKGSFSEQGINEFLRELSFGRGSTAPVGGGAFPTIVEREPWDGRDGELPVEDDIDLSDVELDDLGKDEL
Cneo AK release: causes C. neoformans cell lysis | adenylate kinase release luminescence, 4 h; normalised: neutral wells 0, clomiphene wells 100 | lysis activity, % at 15 µM | 0.2% of 360,000 active | AID 651654;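 active means mean lysis activity across replicates of at least 80%, whatever share of replicates individually reach that level; inactive means mean lysis activity below 80%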
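Assay system: Cryptococcus neoformans yeast cells / Dosing: single-point compound dose / Timing: 4 h at 37 °C static, read 1 h later / Measured by: luminescence of released adenylate kinase using an AK detection reagent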
ARNT TACC3 PPI: disrupts binding between human ARNT and TACC3; AlphaScreen His-ARNT PAS-B/GST-TACC3 binding, luminescence; TACC3 fragment carries E629A point mutation; inhibition, % at 9.99 µM; 0.66% of 390,000 active;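 active means mean inhibition of replicates at least 50% and at least half of replicates each reaching 50%; inconclusive means half or more replicates reach 50% but mean below 50%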;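 further: 0% = complete ARNT plus TACC3 wells and 100% = ARNT alone without TACC3; many hits fall short of the cut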
Statin myotox sup: suppression of simvastatin myotoxicity; C2C12 myotubes + simvastatin, ATP luminescence, 48 h; scaled: DMSO 0, geranylgeraniol control 100; rescue of ATP level, % at 7.49 µM; 0.78% of 330,000 active;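 active means mean ATP rescue above about 67%, or every replicate alone reaching that limit, limit read from the data, passing the limit was not always enough; inconclusive means no clear call, values can overlap the other calls; inactive means mean under the limit and some replicate under it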;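 further: myotubes were challenged with 10 µM simvastatin during compound exposure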
esBAF inh: SWI/SNF esBAF complex inhibition; mouse ES cells, Bmi1-luciferase knock-in reporter, 24 h; 100% = twice the neutral-well signal; reporter increase, % at 12.5 µM; 2% of 350,000 active; AID 602393; in the data active means activation above about 40%; inconclusive means no clear call, values can overlap the other calls;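 further: 0% = median of the plate's neutral control wells and 100% = double that signal; a rise in the Bmi1 reporter signal indicates esBAF inhibition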
miR122 inh: inhibitors of miR-122 in Huh7 cells; Huh7 miR-122 Renilla luciferase sensor, 48 h; neutral wells = 0, positive control = 100; activation (reporter increase), % at 12.5 µM; 0.3% of 340,000 active;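 active means mean replicate activation score at least 90 and every replicate individually at or above 90; inconclusive means only one of the two criteria met; inactive means neither criterion met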;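 further: higher luciferase means less miR-122 activity so hits act as miR-122 inhibitors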
An asterisk follows results filed as active; ? = inconclusive; / = no result given; & = joins results of further samples; [ ] = another dose, or the depositor's remark.

The line under a structure holds: SIRT5 inh	ERp5 inh	Cneo AK release	ARNT TACC3 PPI	Statin myotox sup	esBAF inh	miR122 inh
1: Cc1ccccc1C(=O)Nc1cccc(C(=O)N/N=C/c2ccc3c(c2)OCO3)c1
  3	1	-4	3	-4	43*	/
2: CN(C(=O)CSc1nc(N)c2c3c(sc2n1)CSC(C)(C)C3)c1ccccc1
  /	/	-4	0	/	/	5
3: CCN(CC)S(=O)(=O)c1ccc(NN)nc1
  -3	-5	/	56*	/	/	/
4: Cc1cc(N(CN2CCCC2=O)C(=O)c2ccc(OC(C)C)cc2)no1
  8	2	/	8	/	/	/
5: C[C@@H]1CN([C@H](C)CO)C(=O)c2cccc(NC(=O)c3ccncc3)c2O[C@H]1CN(C)CC1CC1
  -1	8	-4	0	6	9	8[16.7 µM]
6: O=C(NC[C@H]1N[C@H](CO)[C@@H]1c1ccccc1)c1ccccc1F
  0	6	-1	-5	-7	-5	33[16.7 µM]
7: COc1cccc(NC(=S)NCc2ccco2)c1
  /	/	4	-2	/	/	24
8: Cc1ccccc1OCCCCn1c(CO)nc2ccccc21
  -5	-1	6	-4	11	8	-6
9: COc1ccccc1OCc1ccc(C(=O)NC(C)c2ccccc2)o1 (stereo not drawn)
  -3	3	0	29	0	0	/
10: COc1ccc(C(=O)Nc2ccccc2[N+](=O)[O-])cc1S(=O)(=O)N1CCOCC1
  2	6	0	/	11	7	/
11: Cc1nnc(Sc2nc3c(c(=O)n(C)c(=O)n3C)n2Cc2ccccc2Cl)s1
  /	/	1	-3	118*	-8	4
12: COc1cccc(CNC(=O)CSC(=S)N2CCCC2)c1
  -1	10	3	14	-7	-3	-1
13: C/C=C(\C)CN1CCC(n2nccc2NC(=O)CCOc2ccccc2)CC1
  -2	0	0	0	-3	-1	2
14: Cc1ccccc1-n1c(SCC(=O)NCC2CCCO2)nnc1-c1ccncc1 (stereo not drawn)
  /	1	0	-4	2	2	0
15: COc1cccc(COc2ccccc2C2Nc3ccc(Br)cc3C(=O)N2NC(=O)c2ccncc2)c1 (stereo not drawn)
  /	/	-5	-1	40	21	5
16: COCCNC(=O)C1(C)CCN(C(=O)c2cc(-c3ccccc3)cs2)C1 (stereo not drawn)
  -3	-15	0	/	-2	7	-8
17: CC1=CC(C)(C)n2c(O)c(N=N)c3c(C)c(C)cc1c32
  -3	5	/	9	-29	1	-1
18: Cc1cc(=O)[nH]c(N)n1
  -4	2	0	-2	4	-2	-1
19: COc1cccc(C2NC(=O)NC(C)=C2C(=O)Nc2ccc(C)cc2)c1 (stereo not drawn)
  0	-1	-1	-5	3	2	-2
20: Cc1ccc(S(=O)(=O)N[C@@H]2CC[C@@H](CCNC(=O)C3CCCCC3)O[C@@H]2CO)cc1
  0	-3	0	-15	-10	2	-16[16.7 µM]
21: CCCCn1c(SCC2CCCO2)nc2cc(S(N)(=O)=O)ccc21 (stereo not drawn)
  /	/	1	4	1	-4	-1
22: Cc1cccc(C)c1OCC(O)CN1CCC(CN2C(=O)c3cccc4cccc(c34)C2=O)CC1 (stereo not drawn)
  /	/	-1	7	/	/	2
23: O=[N+]([O-])c1cccc(C2=NC(c3ccccc3)CO2)c1 (stereo not drawn)
  1	1	-1	10	23	45*	-3
24: COc1cccc(NC(=O)C(c2ccccc2)N2CCCCC2)c1 (stereo not drawn)
  1	2	/	-5	/	/	/
25: O=C1OC(CC(=O)N(Cc2nnc(-c3ccccc3Cl)o2)C2CC2)c2ccccc21 (stereo not drawn)
  -5	-9	-2	-2	7	7	-5
26: O=C(COc1ccc2ccc(=O)oc2c1)NCCN1CCOCC1
  -3	10	-11	/	0	-5	-6
27: Cc1nnc(NC(=O)c2c(F)cccc2F)s1
  -5	4	-1	-3	7	35	-2
28: CNC(=O)C[C@H]1CC[C@@H]2[C@@H](COc3ccc(NC(=O)c4ccccc4OC)cc3C(=O)N2C)O1
  3	-2	49	/	-1	0	0[16.7 µM]
29: Cc1ccc(NC(=O)c2ccc(-n3cccn3)nc2)cc1
  -3	1	/	3	/	/	-1
30: CN(CC(=O)Nc1ccc(Cl)c(C(F)(F)F)c1)C(=O)c1ccc(S(=O)(=O)N2CCOCC2)cc1
  -1	-2	-1	8	-120	-17	7
31: C[C@@H]1CN([C@@H](C)CO)C(=O)c2cc(C#Cc3cccc(F)c3)cnc2O[C@H]1CN(C)C(=O)C1CCOCC1
  /	/	/	/	29	0	-5[16.7 µM]
32: C[C@H]1CN([C@@H](C)CO)C(=O)Cc2cc(NC(=O)Cc3cn(C)c4ccccc34)ccc2O[C@@H]1CN(C)C
  5	-3	-1	-1	4	-3	-2[16.7 µM]
33: COc1ccc(/C(O)=C2/C(=O)C(=O)N(c3ccccn3)C2c2ccc(OC)c(OC)c2)cc1 (stereo not drawn)
  0	3	/	-2	/	/	/
34: O=C(c1ccccc1F)N1CCCC(N2CCN(Cc3ccc4c(c3)OCO4)CC2)C1 (stereo not drawn)
  /	5	4	/	-3	-3	-1
35: Cc1ccc(-n2c3nc(=O)[nH]c(=O)c-3cc3cc([N+](=O)[O-])ccc32)cc1C
  -2	-1	/	-6	/	/	/
36: CC(C)CCN(C)c1ccc(/C=N/n2cnnc2)cc1
  /	/	0	2	-3	5	19
37: Cc1ccc(-c2nc(NCCN(C)C)c3ccccc3n2)cc1
  -1	-1	-1	7	10	3	-5
38: CCC(=O)Nc1ccc(C(=O)Nc2cc(C)on2)cc1
  /	/	-2	-2	85*	15	-1
39: COc1cccc(NC(=O)COc2ccc3c(c2)CCC3)c1
  0	0	/	-6	/	/	/
40: CC(C)NC(=O)Nc1cccc2c1O[C@H](CN(C)Cc1ccccc1)[C@H](C)CN([C@H](C)CO)C2=O
  -2	5	2	-2	12	-4	-1[16.7 µM]
41: CCN(CC)C(=O)C1CCCc2c1[nH]c1ccc(Cl)cc21 (stereo not drawn)
  /	0	0	2	4	-6	13
42: COc1ccc(OC)c(NC(=O)CC(NC(C)=O)c2ccccc2)c1 (stereo not drawn)
  -5	-4	0	-1	8	-4	2
43: CO[C@H]1CN(C)C(=O)c2cc(NC(=O)c3ccccc3F)ccc2OC[C@@H](C)NC[C@@H]1C
  26*	4	2	0	4	0	/
44: CCOc1ccc(C2C(C(=O)c3ccc(C)o3)=C(O)C(=O)N2c2cc(C)on2)cc1OC (stereo not drawn)
  3	8	-3	4	-6	-3	-7
45: CCCC(=O)N(Cc1cc(=O)[nH]c2ccccc12)c1ccccc1OC
  -2	1	0	-3	?	-5	-6
46: CO[C@@H]1CN(C)C(=O)c2ccc(NC(=O)Nc3cccc(F)c3)cc2OC[C@@H](C)N(C)C[C@@H]1C
  7	-6	-2	-1	-8	-1	1[16.7 µM]
47: COCCOC(=O)C1=C(C)N(c2ccccc2)C(=O)NC1c1cccc([N+](=O)[O-])c1 (stereo not drawn)
  0	2	/	-3	/	/	/
48: Cc1ccc(N(C(=O)Cn2nnc(-c3ccc(C)o3)n2)C(C(=O)NC2CCCC2)c2ccncc2)cc1 (stereo not drawn)
  -4	-6	1	-5	0	-4	-2
49: O=C1CCC(c2ccccc2)=NN1Cc1c(F)cccc1Cl
  -2	-1	-1	-5	21	-5	19
50: CCOC(=O)C1=C(COC(=O)C(C)(C)Oc2ccc(Cl)cc2)NC(=O)NC1C (stereo not drawn)
  -1	3	1	-7	7	-4	-7
51: NC(Cc1ccc(Cl)cc1)c1csc(Nc2ccc(C(=O)NCCCO)cn2)n1 (stereo not drawn)
  0	-1	0	/	4	4	7
52: C[C@@H]1CN([C@@H](C)CO)C(=O)c2cc(NC(=O)Nc3ccc(C(F)(F)F)cc3)ccc2O[C@@H]1CN(C)Cc1ccc2c(c1)OCO2
  9	2	3	5	-33	-5	10[16.7 µM]
53: CCCc1cc(=O)oc2c3c(cc(OCC(=O)NCc4ccccn4)c12)OC(C)(C)CC3
  /	8	-1	23	-3	16	-2
54: CC(C)NC(=O)N(C)C[C@@H]1Oc2ccc(NC(=O)Nc3ccc(C(F)(F)F)cc3)cc2CC(=O)N([C@H](C)CO)C[C@@H]1C
  5&13	-4&-4	5&1	-2&14	-29&2	1&-4	11[16.7 µM]
55: O=Nc1[nH]c(=O)c(/C=C(\O)c2ccccc2)nc1NO
  1	3	-3	16	-4	10	/
56: C=CCn1c(SC(C)C(=O)NCC2CCCO2)nnc1-c1ccc(OC)cc1 (stereo not drawn)
  -3	-4	-2	/	-1	3	/
57: O=C(/C=C/c1ccc([N+](=O)[O-])cc1)OCc1cnc(-c2ccccc2)o1
  -6	10	/	1	/	/	/
58: Cc1ccc(S(=O)(=O)N(C)C[C@@H]2Oc3ccc(NC(=O)Nc4cccc5ccccc45)cc3C(=O)N([C@@H](C)CO)C[C@H]2C)cc1
  /	/	/	/	2	4	-9[16.7 µM]
59: C[C@H](NC(=O)C[C@@H]1C[C@@H]2c3cc(NC(=O)NC4CCCCC4)ccc3O[C@@H]2[C@H](CO)O1)c1ccccc1
  4	-13	-3	0	-4	2	-2[16.7 µM]
60: COc1ccc(CCC(=O)OCC(=O)c2ccc[nH]2)cc1OC
  0	-3	-1	-2	2	-5	/

Reformatted: 3 of the compounds above
#55 O=Nc1[nH]c(=O)c(/C=C(\O)c2ccccc2)nc1NO
#56 C=CCn1c(SC(C)C(=O)NCC2CCCO2)nnc1-c1ccc(OC)cc1 (stereo not drawn)
#57 O=C(/C=C/c1ccc([N+](=O)[O-])cc1)OCc1cnc(-c2ccccc2)o1

assay / compound,55,56,57
SIRT5 inh,1,-3,-6
ERp5 inh,3,-4,10
Cneo AK release,-3,-2,/
ARNT TACC3 PPI,16,/,1
Statin myotox sup,-4,-1,/
esBAF inh,10,3,/
miR122 inh,/,/,/

(continued)
The line under a structure holds: SIRT5 inh	ERp5 inh	Cneo AK release	ARNT TACC3 PPI	Statin myotox sup	esBAF inh	miR122 inh
61: CCOC(=O)c1nnn(CC(=O)Nc2cc(Cl)ccc2C)c1C(=O)OCC
  /	/	-3	/	-5	-3	3
62: O=C(CCCn1c(=S)[nH]c2ccc(Br)cc2c1=O)NCC1CCCO1 (stereo not drawn)
  /	/	-1	-1	7	-5	6
63: CCC(CO)Oc1cc(NCc2ccc(C)cc2)c2ncn(C(C)C)c2c1 (stereo not drawn)
  -5	4	-35	5	8	1	/
64: O=S(=O)(Nc1nc2c(s1)CCCC2)c1ccc(F)cc1
  -1	2	1	1	18	30	?
65: CCOc1ccccc1C(=O)Nc1ccc(C(=O)c2ccccc2)cc1
  -1	3	-2	-1	-21	23	4
66: COc1ccc(OC)c(C2=NS(=O)(=O)N(C)C(C(=O)Nc3ccc(C(C)=O)cc3)=C2)c1
  0	-1	-1	-1	4	5	-7
67: Cc1[nH]n(C(N)=S)c(=O)c1N=Nc1ccc(Br)cc1
  -2	2	1	-6	2	35	/
68: COc1ccccc1CN1CC(C(=O)N(C)CCOc2ccccc2)CCC1=O (stereo not drawn)
  -4	4	-1	-5	11	-3	2
69: Cn1cccc1C(C#N)c1ccccc1C#N (stereo not drawn)
  /	-7	/	-5	15	-6	4
70: O=C(Nc1ccc(Cl)cn1)c1cccc(S(=O)(=O)N2CCCCC2)c1
  1	0	-6	-28	-27	11	-1
71: CCCSC(=S)c1c(C)[nH]n(-c2ccccc2)c1=O
  6	5	/	31	/	/	/
72: COc1cc(OC)cc(C(=O)Nc2ccc([N+](=O)[O-])cn2)c1
  /	/	-5	-4	-6	14	-3
73: C[C@@H]1CCCCO[C@H](CN(C)C(=O)CCCN(C)C)[C@H](C)CN([C@H](C)CO)C(=O)c2cc(NC(=O)C3CCCCC3)ccc2O1
  -4	-2	-1	-1	/	-7	7[16.7 µM]
74: C[C@@H]1CN([C@@H](C)CO)S(=O)(=O)c2ccc(C#C[C@@H](C)O)cc2O[C@@H]1CN(C)C(=O)c1ccccc1
  6	-2	16	-4	-3	4	-2[16.7 µM]
75: CCn1cc(-c2cc(C(=O)O)c3ccccc3n2)cn1
  -13	0	/	-4	/	/	/
76: Cc1cc(C)cc(NC(=S)NN)c1
  -2	-7	-4	15	6	0	-4
77: CC(=O)Nc1ccc(N2CCCCC2)cc1
  /	/	2	-3	-4	10	6
